CCT chaperon mod – cytosolic chaperonin activity modulation. 0.3% of 360,000 active. purified chaperonin ATPase assay, HTRF ADP detection, 30 min. activity change, % (no concentration beside the values), hits read low. AID 651819; in the data active = activity change below about -30%; note: % is set by controls: 0 for no effect and ±100 for the full control effect
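First, chaperonin was dispensed at 40 nM or 20 nM final depending on batch activity. Next, compounds were pinned at 76 uM and ATP added at 10 uM. After 30 min at 37 °C, ADP detection reagents ran 30 min at ambient temperature.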
PTHR1 ag – activates the human parathyroid hormone receptor PTHR1 | Q03431 | HEK293 GP2 PTHR1 cells, GloSensor cAMP luminescence, 1 h | Potency, µM (highest dose often 115 µM), without a hit: at the top dose activation, usual class: activators | 0.075% of 410,000 active | AID 743266; note: potency is the fitted concentration of half-maximal effect; nearly all actives have a fitted effect of over 55% in size; some results filed as inactive show a strong effect at the top dose; inactives centre near -15; many of its hits are not listed in these tables
Target sequence (Q03431 whole entry, looked up): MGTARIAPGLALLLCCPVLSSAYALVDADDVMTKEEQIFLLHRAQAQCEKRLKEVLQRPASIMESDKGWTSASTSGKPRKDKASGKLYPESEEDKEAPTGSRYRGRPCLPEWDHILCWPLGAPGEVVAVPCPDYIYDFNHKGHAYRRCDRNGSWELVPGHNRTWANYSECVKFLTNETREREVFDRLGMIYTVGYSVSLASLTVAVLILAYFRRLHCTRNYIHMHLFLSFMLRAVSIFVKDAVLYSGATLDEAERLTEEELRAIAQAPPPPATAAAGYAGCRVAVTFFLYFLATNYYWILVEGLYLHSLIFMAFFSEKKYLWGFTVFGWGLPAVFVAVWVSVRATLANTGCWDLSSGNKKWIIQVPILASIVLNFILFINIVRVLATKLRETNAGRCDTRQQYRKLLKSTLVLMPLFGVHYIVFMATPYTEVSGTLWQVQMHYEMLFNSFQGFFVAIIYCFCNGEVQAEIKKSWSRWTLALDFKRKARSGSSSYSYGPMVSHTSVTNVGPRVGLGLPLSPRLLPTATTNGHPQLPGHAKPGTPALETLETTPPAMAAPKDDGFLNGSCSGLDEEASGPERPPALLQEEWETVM
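HEK-293-derived GP2 cells expressing PTHR1 and a GloSensor cAMP reporter, 3,000/well, plated overnight, given luciferin plus IBMX (each 0.5 mM as added) for 1 h at 37 °C, then compound for 1 h at 37 °C. Luminescence was read after 15 min at room temperature.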
pAkt inh – Akt phosphorylation inhibition | 0.32% of 360,000 active | Neuro2A IGF-stimulated pAkt S473 HTRF, 20 min; stronger effect = lower value | AID 651550 | activity change, % for hits at 50 µM; in the data active = activity change below about -80%; inconclusive = mostly about -51% to -80%; note: % is set by controls: 0 for no effect and ±100 for the full control effect
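Single-point screen (50 µM final compound) in Neuro2A cells stimulated 20 min with 6 nM IGF at 37 deg C. After lysis, Ser473-phosphorylated Akt read by HTRF (ex 330 nm, em 615/665 nm) as the 665/615 ratio.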
D3 ag – agonists of human D3 dopamine receptor. max activation, %. D3R DiscoveRx beta-arrestin cells, luminescence, 90 min. 0.58% of 410,000 active; in the data active = max activation above about 30%; note: 0% is about no effect; mostly tested at two doses, the higher about 12 µM
Target sequence (P35462 whole entry, looked up): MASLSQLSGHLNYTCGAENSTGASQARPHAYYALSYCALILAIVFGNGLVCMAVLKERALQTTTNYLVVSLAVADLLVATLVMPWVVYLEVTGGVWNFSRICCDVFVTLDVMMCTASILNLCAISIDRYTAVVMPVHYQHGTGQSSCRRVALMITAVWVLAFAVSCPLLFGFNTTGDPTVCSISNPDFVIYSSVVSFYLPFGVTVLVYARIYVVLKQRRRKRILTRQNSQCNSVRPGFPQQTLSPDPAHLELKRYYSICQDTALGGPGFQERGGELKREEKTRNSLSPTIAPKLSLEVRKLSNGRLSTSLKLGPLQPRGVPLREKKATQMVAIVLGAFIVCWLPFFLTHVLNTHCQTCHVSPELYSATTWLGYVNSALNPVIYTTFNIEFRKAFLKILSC
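Agonist mode: compounds and dopamine controls were applied to plated cells for 90 min at 37 degrees C after an overnight attachment at 1500 cells/well. Luminescent read-out followed 30 - 60 minutes at room temperature with DiscoveRx detection reagent.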
EPAC2 antagonist – blocks human EPAC2 exchange factor; EPAC2 GEF exchange of Rap1B-BODIPY-GDP, fluorescence; Potency, µM (titrated, usually from 114 µM), for the others: at the top dose activity, negative = inhibition, usual class: inhibitors; Q8WZA2; AID 720708; 0.18% of 360,000 active; note: potency is the fitted concentration of half-maximal effect; % is set by controls: 0 for no effect and ±100 for the full control effect; nearly all actives have a fitted effect of over 45% in size; many of its hits are not listed in these tables
D3 antag – blocks the human D3 dopamine receptor | AID 652054 | 2.5% of 360,000 active | max response, negative = inhibition, % | D3R cells, DiscoveRx beta-arrestin luminescence, antagonist mode; stronger effect = lower value | P35462; in the data active = max response below about -50%; inconclusive = no clear call, values can overlap the other calls; note: % is set by controls: 0 for no effect and ±100 for the full control effect; mostly tested at two doses, the higher about 12 µM
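Cells expressing the human receptor were seeded at 1500 cells/well, incubated overnight at 37 degrees C in 5% CO2, then exposed to library compounds with dopamine controls for 90 minutes at 37 degrees C before luminescent detection.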
MmCpn inh – inhibitors of Methanococcus maripaludis chaperonin (MmCpn); AID 504842; 0.031% of 330,000 active; purified Mm-Cpn ATPase, ADP Transcreener TR-FRET; Potency, µM (series often up to 76.9 µM), inactives show top-dose activity, negative = inhibition, hits mostly inhibitors; note: potency is the fitted concentration of half-maximal effect; % is set by controls: 0 for no effect and ±100 for the full control effect; nearly all actives have a fitted effect of over 80% in size
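Eu-cryptate anti-ADP/ADP-d2 competition gives a ratio inversely related to ADP. Enzyme at 25 nM was pre-exposed to compound for 10 min, then given 10 uM ATP for 30 min, 37°C throughout.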
EPAC2 agonist – activates human EPAC2 exchange factor; EPAC2 activation, biochemical qHTS; response scale: 100% = 6.5 mM cAMP response; 0.079% of 360,000 active; Q8WZA2; Potency, µM (doses to about 154 µM), without a hit: at the top dose activation, most hits filed as activators; note: potency is the fitted concentration of half-maximal effect; nearly all actives have a fitted effect of over 50% in size
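qHTS, titration series. 100 nM EPAC2 / 250 nM Rap1B-BODIPY-GDP / 50 uM GDP; RT; ex 480/em 540 nm, 5-min reads to 30 min. Norm. to 6.5 mM cAMP = activation.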
Numbers without * were called inactive; i = inactive; u = inconclusive; x = not tested or not shown; [ ] = another dose, or the depositor's remark. Unless noted, calls come from the whole dose curve; as a rule, active = well fitted curve in the direction sought with a large enough effect; inconclusive = small, poorly fitted or top-dose-only effect, or another doubt; inactive = no such curve, though single readings can be large; an effect the other way counts as inactive or inconclusive.

No.	canonical_smiles	MmCpn inh	EPAC2 agonist	pAkt inh	D3 antag	PTHR1 ag	CCT chaperon mod	EPAC2 antagonist	D3 ag
1	NC(=O)c1ccccc1NC(=O)N1CCOCC1	1%	1%	i	6	i	0.0	-5%	1
2	Cc1ccccc1C(=O)NC(=S)NCC1CCCO1 (stereo not given)	0%	1%	i	9	-9%	-3.4	22%	3
3	Cc1cccn2c(=O)c3cc(C(=O)NC4CCCC4)c(=N)n(C4CCCCC4)c3nc12	3%	5%	i	13	-2%	-0.8	12%	12
4	COc1cc(C(=O)OCC(=O)NC2CCCCC2)cc(OC)c1OC	1%	1%	i	19	-39%[inhibitor]	2.0	29%	5
5	NC(=O)c1c(NC(=O)CSc2nnc(-c3ccco3)n2N)sc2c1CCCC2	-3%	-6%	i	0	i	-0.1	-17%	0
6	CCCCN(C(=O)c1c(C)noc1C)c1c(N)n(CCCC)c(=O)[nH]c1=O	-2%	2%	i	25	i	1.4	13%	3
7	CCN(CC(=O)Nc1ccc(NC(C)=O)cc1)c1ccc(C(F)(F)F)cn1	0%	-1%	i	-11	-23%	-2.2	1%	4
8	Cc1ccc(SCCNS(=O)(=O)c2ccc3c(c2)OCCO3)cc1	1%	4%	i	-13	i	-2.7	-12%	1
9	C/C(CC(O)c1ccc2ccccc2n1)=N/O (stereo not given)	1%	-4%	x	16	i	-1.5	6%	-5
10	O=C(Nc1cccc(S(=O)(=O)N2CCCCC2)c1)c1ccc(Cl)nc1	-2%	15%	i	28	-39%[inhibitor]	0.4	0%	2
11	CCCCC(=O)N/N=C(\C)CC(=O)Nc1ccccc1Br	0%	-3%	i	18	-15%	0.1	23%	3
12	CC(C)(C)C1CCc2nc(NC(=O)Cc3cn4ccsc4n3)sc2C1 (stereo not given)	-1%	7%	i	0	i	-0.8	-10%[57.1 µM]	0
13	Cc1cccc(-c2nc3ccc(C(=O)NCCN4CCN(C)CC4)cc3nc2-c2cccc(C)c2)c1	-3%	-7%	x	1	i	-0.5	-19%	-10
14	Cc1ccc(/C=C/C(=O)Nc2ccccc2C(N)=O)cc1	-1%	-2%	i	11	-30%	-2.3	-3%	0
15	COc1ccc(CO[C@@H]2O[C@H](CO)[C@@H](O)[C@H](O)[C@H]2NC(C)=O)cc1OC	1%	5%	i	-52*	i	0.1	-1%	-4
16	c1ccc2c(c1)nc1n2CCC1	x	14%	i	-20	17%	0.0	-12%	0

One compound at a time (already shown).
Shown for Cc1cccc(-c2nc3ccc(C(=O)NCCN4CCN(C)CC4)cc3nc2-c2cccc(C)c2)c1 = MmCpn inh = -3%; EPAC2 agonist = -7%; pAkt inh = x; D3 antag = 1; PTHR1 ag = i; CCT chaperon mod = -0.5; EPAC2 antagonist = -19%; D3 ag = -10
Shown for Cc1ccc(/C=C/C(=O)Nc2ccccc2C(N)=O)cc1 = MmCpn inh = -1%; EPAC2 agonist = -2%; pAkt inh = i; D3 antag = 11; PTHR1 ag = -30%; CCT chaperon mod = -2.3; EPAC2 antagonist = -3%; D3 ag = 0

Further structures
No.	canonical_smiles	MmCpn inh	EPAC2 agonist	pAkt inh	D3 antag	PTHR1 ag	CCT chaperon mod	EPAC2 antagonist	D3 ag
17	Cc1nc(N)nc(N)c1CCCc1ccc(Cl)c(Cl)c1	x	-1%	i	13	-14%	-0.5	6%	20
18	CC(=O)C1=C(O)CCC1=NCCc1ccccc1	0%	2%	i	-12	-9%[57.5 µM]	1.3	0%	4
19	O=C(NC(=S)NC1CC1)c1cccnc1	4%	9%	i	-6	-21%	-0.3	1%	0
20	CCCc1nc2sc3c(c2c(=O)n1NC(=O)CCCl)CCCC3	-3%	8%	i	23	-6%[57.5 µM]	-0.9	4%	-4
21	Cc1sc(NC(=O)c2ccco2)c(C(c2cccnc2)N2CCN(CCO)CC2)c1C (stereo not given)	1%	6%	i	0	u	-0.6	3%	1
22	Cc1ccc(-c2nc(CS(=O)(=O)CC(=O)NCc3ccc4c(c3)OCO4)c(C)o2)cc1	-1%	2%	x	-3	-25%	-40*	-2%	3
23	N#C/C(C(=O)N1CCCCC1)=C1/N=C(NC(=O)c2ccc(F)cc2)c2ccccc21	-1%	-2%	i	6	i	-1.1	-8%	3
24	Cc1cc(C)n(-c2ncnc3sc(C)c(C)c23)n1	-2%	-3%	i	-29	i	-2.9	-4%	4
25	COc1ccc(C(c2nnnn2CCc2ccccc2)N2CCN(C3CCCC3)CC2)cc1OC (stereo not given)	1%	-4%	i	u	i	1.6	16%	-4
26	CCCCOC(=O)CSC1=C(C#N)C(c2cccnc2)C(C(=O)OCC)=C(c2ccccc2)N1 (stereo not given)	0%	-1%	i	5	i	0.7	-20%	-2
27	COc1ccccc1Oc1ccc(S(=O)(=O)N2CCCC2)cc1	-2%	15%	i	-16	-27%	-0.3	2%	-1
28	NC(=O)C1CCN(c2nnnn2-c2ccccc2)CC1	0%	-2%	i	-21	i	-2.0	8%	-12
29	O=C(Cn1nnc(-c2ccccc2)n1)NC1CCS(=O)(=O)C1 (stereo not given)	-4%	3%	i	8	i	-0.6	19%	1
30	Cc1ccccc1NC(=O)Cn1c(C)nc2ccc(N)cc2c1=O	-2%	3%	i	20	-4%[57.5 µM]	-0.6	3%	7
31	C=C(C)CSc1nnc(CCNC(=O)OC(C)(C)C)o1	-1%	9%	i	-22	-8%[57.5 µM]	-1.1	-2%	-9
32	COc1ccc2oc(C(=O)Nc3nnc(C)s3)c(C)c2c1	-1%	4%	i	-12	-17%	-0.3	8%	-1
33	O=C(COc1nncc2ccccc12)Nc1ccc(F)c(F)c1	1%	7%	i	-19	-16%	-11	5%	-39
34	CNc1nc(-c2ccc3c(c2)CCN3C(=O)c2ccccc2C)cs1	u	1%	i	18	-22%	-0.1	2%	-10
35	Cc1ccc(CN2CCN(C(=O)c3ccco3)CC2)cc1	2%	-1%[15.6 µM]	x	0	-11%[57.5 µM]	-2.0	6%	31*
36	CC1(C)NC(=O)N(CC(=O)Nc2ccc(-c3ccccc3)cc2)C1=O	x	6%	i	16	-22%	-0.7	1%	0
37	CCCN1C(=O)c2ccccc2NC1c1ccc(OC)cc1O (stereo not given)	1%	6%	i	-4	i	-86*	-1%	0
38	O=C(O)COc1cccc2ccccc12	0%	-3%	i	10	-6%[57.5 µM]	0.7	12%	3
39	Cc1ccccc1S(=O)(=O)NNC(=O)C(=O)NNc1ccccn1	1%	5%	i	50	i	1.8	13%	7
40	N#CCCN(C(=O)COC(=O)CSc1ccc(Cl)cc1)c1ccccc1	0%	0%	i	14	i	-2.3	2%	3
41	OC1C2(Cc3ccccc3)CN3CCN(C2)CC1(Cc1ccccc1)C3 (stereo not given)	0%	9%	i	-15	-17%[57.5 µM]	-2.1	0%	-3
42	Cc1nn2c(NCCOCCO)c3c(nc2c1-c1ccccc1)CCCC3	-3%	5%	i	11	-4%[57.5 µM]	-1.5	-2%	-9
43	O=S(=O)(c1ccccc1)N1CCN(c2nc3ccccc3s2)CC1	-3%	3%	i	4	-3%[57.5 µM]	-0.2	10%	-4
44	CCOc1ccc(C(=O)Nc2ccncc2)cc1	1%	7%	i	-8	-12%[57.5 µM]	-0.8	-3%	2
45	COc1ccc(C(=O)c2ccc(OC)c(Br)c2)cc1Br	-8%	-3%	i	-18	-13%	-0.2	13%	9
46	CC(Oc1ccc2c(=O)c(-c3ccc(Cl)cc3)c(C(F)(F)F)oc2c1)C(=O)O (stereo not given)	0%	4%	i	15	-8%	0.7	-6%	7
47	CN=C(Nc1cc(Cl)ccc1Cl)SC1CC(=O)N(c2ccc(C(=O)OC)cc2)C1=O (stereo not given)	-2%	18%	i	14	-16%[57.5 µM]	-1.1	-10%	0
48	COCCNC(=O)C1(C)CCCN(C(=O)c2ccc(N(C)C)cc2)C1 (stereo not given)	x	16%	i	0	u	-1.9	5%	-4
49	C[C@H](CO)N1C[C@H](C)[C@H](CN(C)Cc2ccncc2)Oc2cc(-c3ccccc3F)ccc2S1(=O)=O	x	9%	i	22	-22%	-1.5	-20%	-4
50	Cc1cc(C)nc(SCc2nnc(SCC(N)=O)n2Cc2ccco2)n1	-1%	7%	i	-3	-10%	2.3	-7%	0
51	Cc1nc(SCC(N)=O)c([N+](=O)[O-])[nH]1	0%	-5%	i	5	i	-0.5	8%	1
52	Cn1c(=O)c(C(=O)NCC2CCCO2)c(O)c2ccccc21 (stereo not given)	-7%	5%	i	-3	-15%	-0.6	-1%	-4
53	O=C1Cn2c(nc3ccccc32)-c2ccccc2N1	0%	6%	i	-8	i	-2.5	-4%	-1
54	CCn1c(=O)c2c(nc3n2CC(C)CN3CCc2ccccc2)n(C)c1=O (stereo not given)	3%	10%	i	-2	-10%	-0.5	-1%	-6
55	Cc1ccc(Nc2nc(C(=O)N3CCC(C(=O)NCc4ccccc4)CC3)cs2)cc1	0%	-9%	i	0	-32%[inhibitor]	-3.3	1%	3
56	COc1cc(N)ccc1NC(=O)c1cc2ccccc2o1	-3%	6%	i	0	-21%	-3.9	5%	1
57	CN(C(=O)CCn1c(=S)oc2ccccc21)C1CCCCC1	1%	1%	i	1	i	-0.8	3%	7
58	COc1ccc(-c2cnc3ccccc3n2)cc1NC(=O)CNC(=O)c1ccccc1	-1%	-3%	i	12	i	-0.3	-5%	6
59	Cc1c(NC(=O)C2CCCN2C(=O)c2cccs2)c(=O)n(-c2ccccc2)n1C (stereo not given)	-2%	-5%	i	6	i	-2.9	-2%	0
60	CCC(=O)OC1(C)C(=O)C=C2C=C(CCCC(=O)OC)OC=C2C1=O (stereo not given)	x	18%	i	0	-15%	-0.6	15%	-12
61	CC1CCCCN1C(=O)c1ccc(C(=O)Nc2ccc(F)cc2)cc1 (stereo not given)	1%	4%	i	-18	-29%	1.3	2%	-6
62	COc1ccc(S(=O)(=O)Nc2cccc3c2O[C@H](CN(C)S(=O)(=O)c2ccccc2)[C@@H](C)CN([C@H](C)CO)C3=O)cc1	-1%	-9%	i	-9	i	-0.5	-16%	-34
63	CC(C)C(C(=O)OCC(=O)c1cccc([N+](=O)[O-])c1)N1C(=O)[C@@H]2[C@H]3CC[C@H](C3)[C@@H]2C1=O (stereo not given in full)	1%	-1%	i	-5	-22%	0.9	0%	-7
64	COC(=O)C1=C[C@@H](C(=O)OC)[C@@H]2C3=C(C(=O)[C@]2(CC(C)C)NC(=O)c2ccccc2)[C@H](C)n2c(=O)n(-c4ccccc4)c(=O)n2[C@@H]3C1	x	7%	i	-8	15%	-1.6	6%	7
65	CNC(=O)CN(c1ccc2c(c1)OCCO2)S(C)(=O)=O	1%	2%	i	17	i	-0.2	-6%	0

The list is partial; count on the stated rates, not on these rows.
